Bioassay records from PubChem BioAssay.
zfTRPN1 agonist = agonists of zebrafish TRPN1 channel; 0.18% of 220,000 active; HEK293 zebrafish TRPN1-YFP, Fluo-8 calcium fluorescence; 100% = response to 87 µM carbachol; activation, % at 3 µM; AID 1424;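 active means activation above its plate's cutoff, the mean activation of test wells on that plate plus 3 SD, cut at about 19% in these data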;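 further: 0% = DMSO alone and 100% = 87 µM carbachol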
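Material: zebrafish TRPN1-YFP in HEK293 cells; Doses: single test compound dose, 3 µM nominal, 0.3% DMSO; Timing: dye loading 1 h at 37 °C, then 30 min room temperature; Technique: intracellular calcium fluorescence with Fluo-8; Benchmarks: high carbachol 87 µM, low DMSO alone.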
NPY-Y1 antag = NPY-Y1 (human) receptor antagonism; P25929; HEK293-CNG Y1 cells, membrane potential fluorescence; NPY at EC95, then isoproterenol; inhibition, % at 3.6 µM; 1% of 200,000 active;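 active means inhibition above the campaign mean inhibition of all tested compounds plus 3 SD, cut at about 20% in these data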;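 further: 0% = DMSO wells given NPY plus isoproterenol and 100% = isoproterenol alone without NPY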
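Test system: HEK293 cells co-expressing NPY Y1 receptor and cyclic-nucleotide gated channel; Also added: NPY (25 nM), isoproterenol (1 µM), Ro 20-1724 (25 µM); Compound dosing: one concentration, 3.6 µM, in 0.4% DMSO; Timing: dye 3 h, compound 60 min room temperature, stimulation 45 min; Technique: Membrane-potential fluorescent dye readout.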
PPC-1+TRAIL kill = kills PPC-1 cancer cells in the presence of TRAIL | PPC-1 cells + TRAIL, ATPLite viability luminescence | cell killing (% activity), % at 4 µM | 0.41% of 220,000 active | AID 1443;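 active means cell killing above 50% in the first pass at 4 µM, then a duplicate retest at 5 µM averaging 50% or more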;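 further: plate controls were cells with TRAIL plus DMSO for no effect and medium-only wells lacking cells for full effect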
EP2 modulator = modulators of human EP2 prostaglandin E2 receptor. P43116. EP2-expressing cells, cAMP HTRF FRET, PGE2 co-stimulation. induction, % at 25 µM. 0.83% of 260,000 active. AID 940;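 active means compounds whose cAMP rise, as percent of the full-agonist control response, exceeds 60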;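 further: rat C6 glioma line stably carrying human EP2 under a CMV promoter; the protocol text gives 20 µM as final concentration; 100% = response of wells given 1 µM PGE2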
CHOP inh = inhibitors of CHOP induction in ER stress response. CHO-K1 CHOP-promoter luciferase, tunicamycin-induced, 15-18 h. inhibition, % at 10 µM. 3.8% of 220,000 active. AID 2732;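 active means compounds that reduced the stress-induced luciferase reporter signal by more than about 70% of percent inhibition, limit read from the data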;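 further: 0% = tunicamycin plus vehicle and 100% = wells without tunicamycin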
NPY1 pot ag = potentiates or activates human NPY-Y1 receptor. AID 1304. NPY-Y1 expressing cells, potentiator/agonist activation. activation, % at 3.6 µM. 0.37% of 220,000 active; in the data active means activation above about 33%, passing the limit was not always enough;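 further: cells stimulated with NPY at EC10 then isoproterenol at EC100; 0% = low agonist plus stimulus and 100% = saturating agonist plus stimulus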
TRPML3 ag = activates the human TRPML3 channel | activation, % at 3 µM | Q8TDD5 | HEK293 TRPML3-YFP, Fluo-8 calcium fluorescence; 100% = the carbachol control signal | 0.29% of 220,000 active | AID 1448;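 active means activation above its plate's cutoff, the mean activation of the plate's test wells plus 3 SD, cut at about 12% in these data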;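 further: 0% = DMSO only wells and 100% = carbachol wells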
Target sequence (Q8TDD5 whole entry, looked up): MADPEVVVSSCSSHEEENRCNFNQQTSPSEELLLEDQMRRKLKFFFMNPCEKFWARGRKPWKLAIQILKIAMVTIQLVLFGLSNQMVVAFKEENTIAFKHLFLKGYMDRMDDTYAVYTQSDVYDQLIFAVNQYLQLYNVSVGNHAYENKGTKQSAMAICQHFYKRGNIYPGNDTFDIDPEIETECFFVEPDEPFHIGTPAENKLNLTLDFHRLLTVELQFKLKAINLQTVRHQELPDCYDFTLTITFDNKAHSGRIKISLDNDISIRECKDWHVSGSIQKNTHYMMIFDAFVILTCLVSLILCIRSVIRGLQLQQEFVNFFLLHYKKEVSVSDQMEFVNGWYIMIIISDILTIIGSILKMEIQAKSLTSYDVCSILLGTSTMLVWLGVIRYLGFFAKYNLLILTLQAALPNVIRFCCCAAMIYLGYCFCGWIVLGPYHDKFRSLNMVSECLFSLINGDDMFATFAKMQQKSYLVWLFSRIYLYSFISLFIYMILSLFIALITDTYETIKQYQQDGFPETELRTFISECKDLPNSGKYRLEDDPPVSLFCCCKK
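Test system – HEK293 line with stable expression of human TRPML3-YFP channel · Control set – carbachol 87 µM final as high control (100%), DMSO as low control (0%) · Signal – Fluo-8 calcium dye fluorescence, ex 470-495, em 515-575 nm · Incubation – 1-h 37 °C dye load, 5-s basal, 120-s post-compound reads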
14-3-3 Bad inh = disrupts binding of bovine 14-3-3 zeta to phospho-Bad peptide. P63103. TR-FRET 14-3-3zeta/Dy647-pBad peptide displacement, 1 h. inhibition, % at 21.7 µM. 0.71% of 220,000 active;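 active means inhibition above about 70%, limit read from the data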;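 further: 0% = full 14-3-3 plus peptide FRET controls and 100% = background without 14-3-3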
Target sequence (P63103 whole entry, looked up): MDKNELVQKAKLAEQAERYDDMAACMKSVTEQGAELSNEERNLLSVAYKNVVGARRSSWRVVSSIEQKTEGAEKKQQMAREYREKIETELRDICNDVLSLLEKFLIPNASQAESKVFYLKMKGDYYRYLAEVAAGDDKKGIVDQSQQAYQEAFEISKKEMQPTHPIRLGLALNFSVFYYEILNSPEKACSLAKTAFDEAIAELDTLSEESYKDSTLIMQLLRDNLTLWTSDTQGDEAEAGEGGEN
EP2 antag = blocks the human prostaglandin E2 receptor EP2; inhibition, % at 25 µM; AID 1422; P43116; 0.52% of 260,000 active; C6 glioma cells expressing human EP2, cAMP TR-FRET; cells stimulated with saturating PGE2;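 active means percent inhibition above 40 after rounding to a whole number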;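 further: rat C6 glioma host cells with rolipram phosphodiesterase inhibitor present; the protocol text gives 20 µM as final concentration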
Starred values were filed as active, the others as inactive; x = no result given; [ ] = another dose, or the depositor's remark. Not all compounds are listed; rates above refer to the full screens.

Molecule | NPY1 pot ag | PPC-1+TRAIL kill | zfTRPN1 agonist | EP2 modulator | NPY-Y1 antag | TRPML3 ag | 14-3-3 Bad inh | CHOP inh | EP2 antag
Cc1ccccc1-n1nnnc1SC(C)C(=O)NC1CCCc2ccccc21 (configuration not stated) | -5 | 10 | -1.6 | 3 | 7 | -0.4 | -7 | 25 | 6
CCCCNC(=O)c1ccc2c(SCC(=O)O)c3c(nc2c1)CCCC3 | -20 | 27 | -1.0 | 30 | 0 | -0.5 | -10 | 13 | 6
O=C1NC(c2ccc(Cl)c([N+](=O)[O-])c2)Nc2ccccc21 (configuration not stated) | 5 | 8 | -0.2 | -28 | 1 | 0.4 | 1 | 22 | 2
O=C(NCCCN1CCCC1=O)c1ccc2c(=O)n(-c3ccccc3F)c(=S)[nH]c2c1 | 1 | -7 | 1.3 | 6 | -1 | -0.5 | -19 | 16 | 8
Cc1nc2cc(NC(=O)COc3ccccc3C#N)ccc2n1-c1ccccc1 | -6 | 16 | 1.4 | -11 | 7 | 1.4 | 3[fluorescence artefact?] | 36 | 1
CCCCCCCCCOC1OC(CO)C(O)C(O)C1NC(C)=O (configuration not stated) | -23 | -13 | 1.7 | 17 | 3 | 0.6 | -12[fluorescence artefact?] | 16 | 12
CCOC(=O)C1CCN(C(=O)/C(C)=C\c2ccccc2)CC1 | -1 | 16 | 0.0 | 18 | 1 | 0.4 | -6 | 7 | 4
CC1(C)NC(=O)N(CCCCOc2cccc(C(F)(F)F)c2)C1=O | 6 | 23 | 0.1 | 13 | -4 | 0.5 | -6 | 18 | 4
Cc1cc(S(=O)(=O)Nc2c(C(=O)O)[nH]c3ccccc23)ccc1F | 0 | 6 | 0.5 | 10 | 4 | 1.3 | 10 | 2 | 14
CC(C)CCCCCCNC(=S)Nc1ccc(S(=O)(=O)N2CCOCC2)cc1 | 12 | 19 | 4.9 | -26 | 1 | 1.0 | 7[fluorescence artefact?] | 76* | 10
O=C(CP(=O)(c1ccccc1)c1ccccc1)Nc1nc2ccccc2s1 | 3 | -12 | 1.6 | 8 | x | -0.9 | 1 | 7 | 10
Cc1cc(C2C(=O)C(C(=O)c3ccc(Cl)cc3)C(=O)CC2(C)C)on1 (configuration not stated) | -9 | 5 | 1.2 | -1 | 3 | 0.8 | 16 | 6 | 11
O=C(Cc1ccc(-n2c(=O)c3ccccc3n(Cc3ccccc3F)c2=O)cc1)NCC1CCCO1 (configuration not stated) | 0 | -8 | -0.8 | 10 | -2 | 0.0 | -9 | 27 | 4
CC1CCC2C(C1)Nc1c(C(=O)O)cccc1C2(C)C (configuration not stated) | 23 | 14 | -0.7 | 24 | -1 | 0.3 | -12 | 41 | 8
O=C(NC1CC1)C1=C[C@H](c2csc3ccccc23)C[C@H](OCCCCO)O1 | -23 | -1 | -0.2 | 0 | -2 | 0.4 | 0 | 12 | 17
COc1cccc(-c2noc(-c3ccc(Cl)nc3)n2)c1 | -6 | 1 | 0.5 | -6 | 5 | 0.8 | -5 | 3 | 10
CC(C)(C)C(=O)Cn1nc(Cl)nc1Cl | 4 | -21 | 0.3 | 4 | 1 | 0.8 | -11 | 10 | 8
N#CC(C(=O)C1CCCCC1)c1nc2ccccc2[nH]1 (configuration not stated) | 2 | 12 | 4.8 | -18 | 1 | 0.7 | -9 | 36 | 2
O=S(=O)(c1ccccc1C(F)(F)F)N1CCC(n2cnc3ccccc32)CC1 | 4 | -5 | 0.2 | -37 | 2 | 0.3 | 10 | -18 | 15
O=C(/C=C/c1ccccc1Cl)NC(=S)Nc1ccccc1C(=O)NC1CCCCC1 | 9 | 8 | -1.1 | -20 | 2 | 0.8 | -2 | -29 | 27
O=C(C#Cc1cccc([N+](=O)[O-])c1)c1ccccc1 | 3 | 9 | 0.5 | -3 | 5 | 2.8 | 4 | 108* | 9
O=C1CCCS(=O)(=O)c2ccccc21 | -7 | 22 | -0.8 | 26 | 2 | 1.1 | -4 | 2 | 2
CC1=CCC(C(=O)O)(C(=O)N/N=C/c2cccnc2)C(c2ccccc2)C1 (configuration not stated) | 14 | 24 | -1.4 | 16 | 1 | -0.3 | -11 | 26 | 4
CCOC(=O)C1CCCN(Cc2nc(Cc3cccc(F)c3)no2)C1 (configuration not stated) | -11 | 3 | 0.3 | -24 | -1 | 0.9 | 2 | 11 | 2
Cc1cc2nnn(-c3nnc(-c4ccccc4)c4ccccc34)c2cc1C | 15 | 17 | 1.3 | 27 | 2 | 0.9 | 13[fluorescence artefact?] | 3 | 14
CC(=O)c1c(C)[nH]c(C(=O)N(CCc2ccccc2)Cc2ccccc2)c1C | 14 | 5 | -1.5 | 0 | 4 | 0.6 | -21 | -6 | 4
S=c1[nH]nc(CNc2cccc(Cl)c2)o1 | -8 | 6 | 1.6 | 20 | -5 | -0.6 | -16 | 13 | 5
CCCn1c(C)cc(-c2csc(N)n2)c1C | 26 | 14 | 1.6 | -1 | -4 | 0.6 | 74* | -2 | 8
CCC(=O)Nc1nnc(Sc2ccc(N(C)C)cc2)s1 | -28 | 15 | -0.5 | 10 | -1 | 0.6 | 1[fluorescence artefact?] | 4 | x
CCOc1cc(CNc2ccc3c(c2)CCC3)ccc1O | 5 | -6 | -0.9 | -7 | 5 | 0.2 | 40 | -4 | 5
CCCN1CN(Cc2ccccc2)CC2=C1CC(C)(C)CC2=O | -7 | 18 | 1.6 | 39 | 0 | -0.6 | 65 | 3 | 11
COc1ccc(OC)c(C2CC(=O)c3c([nH]c(C(=O)OCC4CCCO4)c3C)C2)c1 (configuration not stated) | -3 | 17 | 0.6 | -31 | 0 | 0.0 | 12 | 35 | 7
CSCC[C@H](NC(=O)OC(C)(C)C)C(=O)N/N=C/c1cccc2nccnc12 | 5 | 2 | 2.3 | -2 | x | -0.2 | -3 | 15 | 8
CC(C)C(=O)NC(C)C(c1cccs1)N1CCN(C)CC1 (configuration not stated) | -7 | 15 | 0.2 | 14 | 0 | 0.5 | 1 | -1 | -3
O=C(NNc1ccc(Cl)nn1)c1ccc(Cl)cc1 | 9 | 12 | 2.0 | 11 | 1 | -0.1 | 5 | -8 | 2
Clc1ccccc1CSc1nnc(-c2cccnc2)n1Cc1ccco1 | 14 | 20 | -0.3 | 0 | 8 | 0.0 | 7 | -16 | 5
O=C(CCSc1nnc2scc(-c3ccccc3)n12)Nc1nc(-c2ccccc2)ns1 | 7 | -3 | 4.9 | -30 | 1 | 1.0 | -4[fluorescence artefact?] | 3 | 5
Nc1c(C(=O)NCCC2=CCCCC2)sc2ccc(S(=O)(=O)N3CCCCC3)cc12 | 8 | 5 | -1.3 | -10 | -3 | -0.1 | -12 | -1 | 10
COc1ccc(-c2nc(CSCC(=O)N3CCN(C)CC3)c(C)o2)cc1OC | 6 | 10 | 1.6 | 20 | -1 | -0.1 | 2 | -3 | 8
COC(=O)c1sccc1NC(=O)c1ccc(C)o1 | -17 | 14 | 1.4 | 44 | 3 | -1.1 | 6 | -15 | 13
O=C(O)C1=C[C@@H](c2coc3ccccc3c2=O)C[C@@H](OCCCCO)O1 | -6 | 13 | 0.5 | 2 | 1 | 0.3 | 3 | 18 | 16
CCOC(=O)C1=C(C)NC(=O)NC1c1ccc(NC(C)=O)cc1 (configuration not stated) | -20 | 2 | 1.3 | 19 | 5 | 1.3 | -3 | 3 | 3
O=C(Nc1ccc(Cl)cc1)Nc1cccc(C(=O)O)c1 | 23 | 27 | 0.9 | -21 | 4 | 0.9 | -3 | 79* | 10
O=C(Nc1ccon1)C1CCN(S(=O)(=O)c2cccs2)CC1 | -14 | 11 | 0.2 | 16 | -1 | 0.7 | 5[fluorescence artefact?] | 16 | 5
Cc1ccc(-c2n[nH]c(=O)c3ccccc23)cc1S(=O)(=O)Nc1ccccc1 | -17 | 16 | -2.1 | -9 | 2 | 4.7 | 17 | 36 | 4
O=C1CCCC(O)=C1C1C2=C(CCCC2=O)OC2=C1C(=O)CCC2 | 10 | x | 0.1 | 4 | 2 | 0.9 | -10 | -11 | 3
Cc1oc2c(CN3CCCC3)c(O)ccc2c(=O)c1Oc1ccccc1Br | 5 | 26 | 0.2 | 6 | -3 | 1.7 | 0 | -8 | 7
CC1(C)N=C(SCC(=O)Nc2ccc(Cl)cc2)C(c2ccc(Cl)cc2)=N1 | -23 | 3 | -0.7 | 8 | 8 | 1.3 | 3 | 72* | 16
Cc1c(NS(=O)(=O)c2ccc(NCCN3CCOCC3)c([N+](=O)[O-])c2)c(=O)n(-c2ccccc2)n1C | 2 | 21 | -0.3 | -14 | 1 | -0.5 | -2 | 7 | 4
CCCCn1c(C)nc2c(=O)n(C)c(=O)[nH]c21 | -12 | -16 | 1.2 | 12 | -2 | 0.2 | -16 | 10 | 4
COc1ccc(-c2cc(=O)[nH][nH]2)cc1 | -17 | 0 | -0.4 | 10 | 2 | 0.5 | -4 | 25 | 19
CCOC(=O)C(NCCc1ccccc1)(NC(=O)CC)C(F)(F)F (configuration not stated) | -13 | 8 | 0.6 | 15 | 4 | 0.3 | -5 | -17 | 4
O=S(=O)(Nc1ncccn1)c1ccc(NC(=S)NCCc2ccccc2)cc1 | 18 | 8 | 1.1 | 5 | -2 | 0.1 | -23 | 4 | 8
COc1cccc(=O)c2c(C)n(CC(=O)c3ccccc3)c(C)c12 | -13 | -7 | 2.0 | -40 | -5 | 0.7 | -8 | 5 | 1
COc1ccc(C(=O)c2c(C)oc3cc([N+](=O)[O-])c(O)c([N+](=O)[O-])c23)cc1 | -12 | 3 | -2.0 | 1 | -4 | -0.8 | 44 | -4 | x

2 entries from above, set out differently.
> Cc1cc(C2C(=O)C(C(=O)c3ccc(Cl)cc3)C(=O)CC2(C)C)on1 (configuration not stated)
- NPY1 pot ag = -9
- PPC-1+TRAIL kill = 5
- zfTRPN1 agonist = 1.2
- EP2 modulator = -1
- NPY-Y1 antag = 3
- TRPML3 ag = 0.8
- 14-3-3 Bad inh = 16
- CHOP inh = 6
- EP2 antag = 11
> O=C(Cc1ccc(-n2c(=O)c3ccccc3n(Cc3ccccc3F)c2=O)cc1)NCC1CCCO1 (configuration not stated)
- NPY1 pot ag = 0
- PPC-1+TRAIL kill = -8
- zfTRPN1 agonist = -0.8
- EP2 modulator = 10
- NPY-Y1 antag = -2
- TRPML3 ag = 0.0
- 14-3-3 Bad inh = -9
- CHOP inh = 27
- EP2 antag = 4
